Rac1 wt modul = wildtype Rac1 GTP binding modulators, primary screen, biochemical, GST-Rac1 beads, flow cytometry, multiplex; hit rate 0.27% among 190,000; GTP binding activity (% of control), % at 10 µM; Ras-related C3 botulinum toxin substrate 1 (Homo sapiens), P63000; fluorescent GTP binding; actives lie on both sides; 0 = cold GTP competed, 100 = untreated;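 active means GTP binding activity at least 20 points away from the 100% control level, either lower or higher; inconclusive means compound flagged as likely green fluorescent, judged across all proteins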
Avidin bead fluor = green autofluorescence of compounds with avidin beads – biophysical, 488/530 nm, flow cytometry, artefact control, profiling panel; compound fluorescence 488/530 nm; active compounds read high; fluorescence (KMESF) at 10 µM; hit rate 0.38% among 220,000; AID 1775, 2009; in the data active means fluorescence above about 47; further: inactives centre near 10
Rac1 mut GTP = GTP binding modulators of activated mutant Rac1, primary screen, biochemical, bead-based flow cytometry, multiplex, fluorescent GTP | hit rate 0.11% among 190,000 | GST-Rac1 activated beads; actives lie on both sides; 100% means binding = to untreated wells | AID 764, 2007 | percent activity (GTP binding), % at 10 µM;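 active means GTP binding at least 20 percentage points away from the 100% baseline, in either direction, so actives lie on both sides; inconclusive means Compound likely fluorescent itself, or too few beads counted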
Cdc42 wt = modulators of GTP binding to wildtype Cdc42, primary screen, biochemical, multiplex bead flow cytometry, Bodipy-GTP. GST-Cdc42 beads; actives lie on both sides. percent activity (GTP binding), % at 10 µM. hit rate 0.2% among 190,000. AID 761, 2007;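 active means percent activity GTP binding at least 20 points away from the 100% baseline, either down as inhibitor or up as activator; inconclusive means compound flagged as likely green fluorescent from well-wide comparison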;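 further: median bead fluorescence of bound Bodipy-FL-GTP at 100 nM; 0% = excess unlabeled GTP control and 100% = no compound control; below 100% means less GTP binding so inhibitor and above means activator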
Target sequence (P60953 whole entry, looked up): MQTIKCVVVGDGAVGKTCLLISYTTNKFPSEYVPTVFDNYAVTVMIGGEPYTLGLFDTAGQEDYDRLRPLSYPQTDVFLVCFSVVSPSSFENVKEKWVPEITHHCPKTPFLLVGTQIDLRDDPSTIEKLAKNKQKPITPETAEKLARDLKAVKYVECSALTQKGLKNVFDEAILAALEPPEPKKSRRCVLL
Mcl1 Bid PPI = Mcl-1/Bid binding inhibitors, primary screen, biochemical, TR-FRET, 1536-well; Induced myeloid leukemia cell differentiation protein Mcl-1 (Homo sapiens), Q07820; TR-FRET Mcl-1/Bid-Dy647 peptide binding; inhibition, % at 21.7 µM; hit rate 0.97% among 220,000; AID 1021, 2008;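 active means compounds that cut the binding signal by more than half at the single screening dose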;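 further: His-tagged Mcl-1 with europium anti-His antibody binding Bid BH3 peptide; 0% = Mcl-1 plus peptide wells and 100% = peptide-only wells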
Target sequence (Q07820 whole entry, looked up): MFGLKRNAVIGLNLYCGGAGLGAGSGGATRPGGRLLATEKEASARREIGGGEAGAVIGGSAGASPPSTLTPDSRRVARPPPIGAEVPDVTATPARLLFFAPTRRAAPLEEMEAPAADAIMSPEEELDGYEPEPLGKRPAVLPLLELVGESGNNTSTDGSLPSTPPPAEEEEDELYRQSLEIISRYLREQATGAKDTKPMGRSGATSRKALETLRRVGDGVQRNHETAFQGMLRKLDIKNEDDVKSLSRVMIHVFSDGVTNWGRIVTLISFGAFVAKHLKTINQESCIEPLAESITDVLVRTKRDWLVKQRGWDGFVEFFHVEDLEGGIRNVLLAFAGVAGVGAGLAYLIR
Mcl1-Noxa inh = Mcl-1/Noxa binding inhibitors, primary screen, biochemical, TR-FRET, 1536-well; Induced myeloid leukemia cell differentiation protein Mcl-1 (Homo sapiens), Q07820; TR-FRET Mcl-1/Noxa peptide binding, 2 h; inhibition, % at 21.7 µM; hit rate 1.5% among 220,000;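 active means compounds that cut the protein-peptide binding signal by more than 50% relative to plate controls in a single-dose test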;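 further: His-tagged Mcl-1 with rhodamine Noxa BH3 peptide and terbium anti-His antibody; 0% = Mcl-1 plus Noxa peptide wells and 100% = peptide-only wells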
Rab7 wt GTP bind = modulators of GTP binding to Rab7, primary screen, biochemical, wildtype, multiplex bead flow cytometry. GST-Rab7 beads, fluorescent GTP binding; actives lie on both sides; untreated = 100%, excess cold GTP = 0%. Rab7 GTPase wild type (dog), Bodipy-FL-GTP binding. GTP binding activity (percent of control), % at 10 µM. hit rate 0.055% among 190,000;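 active means fluorescent GTP binding to Rab7 beads changed by at least 20 points from the 100% baseline, either direction, mostly lower; inconclusive means compound itself probably fluorescent, or too few beads counted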;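 further: median green fluorescence of bound Bodipy-FL-GTP per Rab7 bead population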
HRas wt GTP = modulators of GTP binding to HRas wildtype, primary screen, biochemical, bead-based flow cytometry, multiplex | GTPase HRas (Homo sapiens), P01112 | hit rate 0.14% among 190,000 | GST-Ras wt beads, Bodipy-FL-GTP binding; actives lie on both sides | GTP binding activity, % at 10 µM;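 active means GTP binding activity at least 20% away from the 100% baseline, either lowered as inhibitor or raised as activator; inconclusive means flagged as likely green fluorescent, judged across all proteins in the well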;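 further: 0% = unlabeled GTP competition control and 100% = no-compound control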
Target sequence (P01112 whole entry, looked up): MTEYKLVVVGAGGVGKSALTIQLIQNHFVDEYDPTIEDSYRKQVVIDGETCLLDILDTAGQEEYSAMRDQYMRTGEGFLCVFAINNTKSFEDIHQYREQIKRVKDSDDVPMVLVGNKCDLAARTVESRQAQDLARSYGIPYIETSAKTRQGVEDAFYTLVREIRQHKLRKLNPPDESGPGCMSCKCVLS
Rab2A wt mod = modulators of GTP binding to Rab2A wildtype, primary screen, biochemical, dog, bead-based flow cytometry, multiplex; GTP binding activity, % at 10 µM; GST-Rab2 wt beads, Bodipy-GTP binding; Ras-related protein Rab-2A (Canis lupus familiaris), P61105; AID 760, 2007; hit rate 0.19% among 190,000;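 active means GTP binding activity at least 20 points away from 100%, either lowered or raised; inconclusive means signal likely due to the compound's own green fluorescence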;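 further: 0% = beads with excess unlabeled GTP and 100% = no-compound control corrected for plate trend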
Pf gamet viab = late stage P. falciparum gametocyte viability inhibitors, primary screen, ATP luminescence, HTS; hit rate 0.065% among 150,000; P. falciparum stage V gametocytes, 24 h; inhibition, % at 10.9 µM; AID 743093, 2013;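 active means inhibition above the mean plus 3 SD of compounds within the control limits, set per campaign, cut at about 38% in these data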;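 further: 0% = DMSO wells and 100% = medium only without gametocytes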
GSH bead fluor = compound fluorescence on glutathione beads, profiling panel, artefact control, biophysical, 488/530 nm, flow cytometry; fluorescence (KMESF) at 10 µM; AID 1776, 2009; hit rate 0.25% among 190,000; GSH beads flow cytometry, compound fluorescence 488/530 nm; active compounds read high; in the data active means fluorescence above about 89;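 further: glutathione beads carrying GST-tagged Bcl family fusion proteins plus one bare bead set; values are compound well signal with DMSO vehicle wells as background; inactives centre near 16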
Starred values were filed as active, the others as inactive; ? = inconclusive; / = not tested or not shown. Compounds as they come. Share with any hit: about 3%.

SMILES	Rac1 wt modul	Avidin bead fluor	Rac1 mut GTP	Cdc42 wt	Mcl1 Bid PPI	Mcl1-Noxa inh	Rab7 wt GTP bind	HRas wt GTP	Rab2A wt mod	Pf gamet viab	GSH bead fluor
N#Cc1c(OCC(=O)c2ccccc2)nc2c(c1-c1ccco1)CCc1ccccc1-2	?	7	?	?	-7.7	3.9	?	?	?	6.6	15
C=C(C)CNC(=S)N/N=C(\C)c1ccc(OC)cc1	102.0	22	100.0	102.0	-35.3	-1.6	101.0	100.0	100.0	2.2	9
Oc1ccc2ccccc2c1C=NC1CCCCC1	97.0	8	93.0	98.0	-30.6	28.6	97.0	97.0	99.0	-16.2	16
O=C(NCc1ccncc1)C(=O)Nc1nc(C23CC4CC(CC(C4)C2)C3)cs1	102.0	10	97.0	101.0	-33.2	-77.9	99.0	98.0	96.0	-8.8	12
Cc1ccccc1NC(=O)c1sc(Cl)nc1C	104.0	17	102.0	104.0	1.0	9.8	101.0	102.0	101.0	-1.0	16
Cc1c(NC(=O)CSc2ncn[nH]2)c(=O)n(-c2ccccc2)n1C	102.0	17	99.0	101.0	-4.7	-17.8	100.0	100.0	102.0	/	23
COCCNC(=O)CN(C)S(=O)(=O)c1ccc(Br)cc1	99.0	4	96.0	99.0	-8.1	-4.7	104.0	99.0	100.0	-21.3	20
CCn1cc(C(=O)NC(=S)Nc2sc3c(c2C(=O)OC)CCCCCC3)cn1	103.0	14	100.0	104.0	10.9	-0.2	97.0	102.0	104.0	8.3	13
CCOC(=O)N1CCC(NC(=O)C2CCCN(S(=O)(=O)c3cccnc3)C2)CC1 (stereo not given)	104.0	27	99.0	104.0	1.9	-3.3	101.0	100.0	100.0	/	14
O=C(CN1C(=O)COCC1=O)N1CCOCC1	94.0	9	92.0	99.0	-16.5	8.4	94.0	95.0	96.0	-7.2	25
CCOC(=O)c1ccc(S(=O)(=O)Nc2cc(C(C)(C)C)no2)cc1	99.0	6	97.0	98.0	0.9	-0.6	101.0	101.0	100.0	19.5	30
CNC(=O)CSc1nc(-c2ccccc2)c(-c2ccccc2)o1	99.0	22	95.0	92.0	-14.6	2.9	97.0	96.0	96.0	/	12
CSc1cccc(CN2CCC(CO)(Cc3cccc(C(F)(F)F)c3)CC2)c1	96.0	9	95.0	94.0	-17.2	-7.0	103.0	95.0	98.0	14.5	10
Cc1ccc(OCC(=O)OCC(=O)Nc2sccc2C(N)=O)cc1C	103.0	26	96.0	102.0	-8.6	16.1	103.0	99.0	98.0	2.1	12
CN1CCN(C(=O)c2cnn3c(C(F)(F)F)cc(-c4ccc5c(c4)OCO5)nc23)CC1	97.0	3	94.0	96.0	-17.9	9.6	94.0	97.0	95.0	21.5	55
Cc1nc(NC(=S)NC(=O)c2cccs2)sc1C(=O)N(C)C	105.0	31	100.0	104.0	-28.6	-0.8	100.0	102.0	100.0	/	17
CC(=O)Nc1ccc(NC(=O)COc2ccc([N+](=O)[O-])cc2)cc1	91.0	9	97.0	95.0	-1.2	11.8	90.0	93.0	96.0	10.8	10
COc1ccc(OC)c(NC(=O)CC(NC(C)=O)c2ccccc2)c1 (stereo not given)	103.0	13	96.0	100.0	-12.0	11.6	97.0	98.0	96.0	-5.4	12
Cc1ccc(NC(=S)NCCc2ccccc2)nc1	101.0	9	96.0	98.0	-44.5	16.2	94.0	94.0	95.0	-15.7	22
Cc1ccc(C(=O)NCCCNc2ccccc2[N+](=O)[O-])cc1	99.0	7	96.0	98.0	8.1	-6.1	95.0	94.0	96.0	/	28
O=[N+]([O-])c1cc(-c2cnc3ccccc3n2)ccc1Oc1ccc(F)cc1	110.0	9	102.0	103.0	-6.8	5.5	105.0	103.0	106.0	/	12
CCSCc1nnc(SCC(=O)Nc2nc(C)cs2)n1C	94.0	9	95.0	94.0	-16.3	-0.5	104.0	98.0	100.0	/	11
O=C(CSc1cn(CCNC(=O)c2cccs2)c2ccccc12)NCC1CCCO1 (stereo not given)	108.0	8	100.0	99.0	-13.2	12.8	103.0	100.0	99.0	/	21
O=C(CCC1COc2ccccc2O1)NC1CCCCC1 (stereo not given)	103.0	6	99.0	101.0	-11.7	7.5	100.0	100.0	99.0	/	44
Cc1nc(S(=O)(=O)c2cccc(Cl)c2)nc2c1CCC2	99.0	8	99.0	101.0	-1.8	8.4	95.0	101.0	100.0	/	17
O=C(c1cc(=O)[nH]c2ccccc12)N1CCN(c2cccc(C(F)(F)F)c2)CC1	95.0	13	96.0	93.0	-21.2	-4.5	102.0	97.0	96.0	2.0	12
COc1ccc(C2CC(=O)c3cnc(NC(=O)c4cc(OC)cc(OC)c4)nc3C2)cc1 (stereo not given)	113.0	36	103.0	105.0	-11.5	-32.9	104.0	103.0	102.0	-3.4	25
Cc1ccccc1OCCCC(=O)Nc1ccccc1C(F)(F)F	102.0	9	101.0	100.0	-21.9	28.6	99.0	99.0	101.0	-5.5	15
COc1ccc(-c2noc(CN(C(=O)c3c(-c4ccccc4Cl)noc3C)C(C)C)n2)cc1	102.0	9	96.0	98.0	6.4	8.7	101.0	99.0	99.0	/	35
O=C(NN1CCOCC1)c1cc(-c2ccc(Br)cc2)nc2ccccc12	98.0	14	99.0	97.0	-9.7	7.8	98.0	101.0	101.0	-41.2	9
CCC(=O)Nc1ccc(Br)cn1	99.0	12	97.0	99.0	-97.5	-4.1	98.0	97.0	98.0	14.0	11
OC1(c2cccc(C(F)(F)F)c2)CCN(Cc2nnnn2Cc2ccccc2)CC1	100.0	9	96.0	103.0	-24.9	-0.6	95.0	100.0	97.0	3.9	29
COc1cc(C(=O)OCCN2CCOCC2)ccc1O	100.0	9	97.0	103.0	-45.7	10.9	94.0	97.0	97.0	14.7	5
CC1CCN(C(=O)CCc2nc3cc(S(=O)(=O)N(C)C)ccc3n2C)CC1	102.0	5	102.0	100.0	-13.2	1.1	100.0	98.0	101.0	-35.5	67
NC(=S)NNc1ccnc2cc(Cl)ccc12	104.0	8	95.0	97.0	-36.6	26.5	110.0	100.0	102.0	/	23
Clc1ccccc1OCc1nc(-c2ccncc2)no1	102.0	7	100.0	97.0	18.9	10.9	96.0	97.0	100.0	/	29
COc1cccc(NC(=O)Cc2c(O)c3ccccc3[nH]c2=O)c1	106.0	10	99.0	103.0	-64.5	7.6	97.0	102.0	100.0	/	8
Cc1ccc(C)c(Cn2c(O)c(N=NC(=S)Nc3ccccc3F)c3ccccc32)c1	102.0	9	97.0	103.0	-44.4	-79.8	106.0	101.0	104.0	-7.7	20
CN(C(=O)CSc1nc(N)c2c3c(sc2n1)CSC(C)(C)C3)c1ccccc1	103.0	5	98.0	103.0	4.2	6.6	96.0	99.0	99.0	-2.7	8
COc1ccc(N=C2NC(=O)C(CC(=O)NCCc3ccc(OC)c(OC)c3)S2)cc1 (stereo not given)	98.0	10	94.0	94.0	-37.7	-13.1	98.0	95.0	96.0	-3.8	14
O=C(Cn1c(=S)nc2ccccn21)N1CCc2ccccc2C1	101.0	7	101.0	106.0	-9.8	1.9	102.0	106.0	106.0	/	21
CCOC(=O)Cc1nc2nc(C)cc(C)n2n1	98.0	9	95.0	103.0	-22.3	3.6	97.0	97.0	96.0	-31.1	20
COC(=O)CNc1nc(C2CC2)nc2c1nnn2Cc1ccccc1Cl	108.0	27	104.0	103.0	2.2	14.0	102.0	103.0	104.0	2.7	23
O=C(CNC(=O)c1ccco1)OCN1C(=O)c2ccccc2C1=O	100.0	11	101.0	102.0	-23.4	7.2	96.0	100.0	100.0	/	26
O=C(Cc1c[nH]c2ccccc12)NCc1ccc(Cl)cc1Cl	107.0	8	99.0	101.0	-10.9	-2.0	103.0	99.0	100.0	/	9
CCCc1cc(=O)n2[nH]c(C)cc2n1	103.0	37	100.0	102.0	-24.3	8.1	103.0	102.0	101.0	-16.8	14
CSc1ccccc1NC(=O)c1ccoc1C	96.0	14	98.0	98.0	-14.9	12.4	99.0	100.0	98.0	/	26
Cc1ccc(CCNC(=O)C2CCCN(S(=O)(=O)c3c(C)noc3C)C2)cc1 (stereo not given)	95.0	21	96.0	99.0	0.5	-3.7	93.0	98.0	95.0	/	16
O=C(c1cc(N2C(=O)C3C4CCC(C4)C3C2=O)ccc1Cl)N1CCN(c2ccc(F)cc2)CC1 (stereo not given)	100.0	15	102.0	95.0	-33.4	9.3	92.0	98.0	101.0	-4.0	5
COc1cccc2cc(C(=O)OC3CCN(C)CC3)c(=O)oc12	106.0	7	100.0	106.0	-24.2	4.7	101.0	102.0	103.0	/	12

Later entries:
SMILES	Rac1 wt modul	Avidin bead fluor	Rac1 mut GTP	Cdc42 wt	Mcl1 Bid PPI	Mcl1-Noxa inh	Rab7 wt GTP bind	HRas wt GTP	Rab2A wt mod	Pf gamet viab	GSH bead fluor
COCCNC(=O)Cn1cc(C(=O)c2ccco2)c2ccccc21	103.0	14	97.0	99.0	-19.1	7.4	103.0	100.0	103.0	-19.3	14
O=C(NC1CCCCC1)c1ccc(S(=O)(=O)c2ccccc2)cc1	100.0	12	97.0	97.0	-5.9	18.4	102.0	97.0	97.0	5.3	11
CCn1c(=O)cc(OCC(=O)N2CCCCCC2)c2ccccc21	97.0	37	97.0	100.0	2.3	-0.3	101.0	100.0	98.0	-6.5	18
Cc1ccc(NC(=S)N2CCC(c3ccc(C)cc3)C2)cc1 (stereo not given)	98.0	5	95.0	94.0	4.3	-28.5	96.0	97.0	95.0	6.1	13
COC(=O)[C@@H]1CCCN1Cc1c(C(=O)N2CCOCC2)nc2c(C)cccn12	97.0	12	97.0	98.0	-50.0	-2.1	95.0	95.0	95.0	11.3	17
NC(=O)c1ccc(-n2nnnc2SCc2ccc(F)cc2)cc1	95.0	18	94.0	99.0	-20.7	8.2	95.0	98.0	97.0	10.5	27

From PubChem BioAssay
